High-throughput results as filed in PubChem BioAssay.
12-LOX inh – ALOX12 (human) lipoxygenase inhibition; P18054; purified 12hLO, xylenol orange hydroperoxide absorbance; Potency, µM (top dose mostly 108 µM), inactives show top-dose activity change, negative = inhibition, most hits filed as inhibitors; 1.1% of 580,000 active; AID 1671190; also: potency is read from the fitted curve at half-maximal effect; % is scaled to controls: 0 for no effect and ±100 for the full control effect
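Purified human 12hLO at 150 nM in 25 mM Hepes, 0.01% Triton X-100, pH 7.0, preincubated 15 min at room temperature with compound. Reaction started with 40 uM arachidonic acid, 30 min at room temperature. Hydroperoxide measured by Fe-xylenol orange, 573/405 nm absorbance ratio.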
D2 ag – activates the human D2 dopamine receptor; HEK293 T-REx D2 cells, calcium flux agonist mode; activation, % at 2 µM; 0.53% of 340,000 active;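 active = activation over 3 SD above normal in the single-dose calcium agonist read, cut at about 30% in these data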; also: 0% is about no effect
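HEK293 Trex D2 cells, tetracycline-induced, o/n 30 C 5% CO2; no-wash Ca dye, RT 30–90 min; 10-cycle baseline, 23 nl cpd added, kinetic Ca read 180 s; agonist hits = positive Ca response.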
Vif-A3F inh – inhibitors of Vif-A3F interaction; HeLa A3F-eYFP + Vif (tagged APOBEC3F with the HIV-1 protein that degrades it), YFP fluorescence increase; Potency, µM (titrated, usually from 46.1 µM), inactives show at the highest dose activity, negative = active; 0.2% of 390,000 active; AID 602313; also: potency is read from the fitted curve at half-maximal effect; % of control where 0% means no effect; nearly all actives have a fitted effect of over 65% in size
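HeLa cells stably expressing A3F-eYFP plus Vif, plated and incubated overnight at 37 deg C, then exposed to compounds overnight at 37 deg C. Blocked degradation read as raised yellow fluorescence (Ex 488/Em 500-530).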
LDHA block – inhibitors of human lactate dehydrogenase A; P00338; purified LDHA, NADH/diaphorase-resazurin fluorescence; hits give low values; activity change, % (values are at about 110 or 230 µM); 0.15% of 480,000 active; in the data active = activity change below about -30%; inconclusive = mostly about -25% to -30%;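 also: plate controls were DMSO wells for no effect and wells without enzyme for full effect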
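Resorufin fluorescence (ex540/em590), read at 0 and 20 min after diaphorase/resazurin addition, reports the NADH left after a 5 min room-temperature reaction of 2 nM human LDH5 with 0.06 mM NADH and 0.2 mM pyruvate.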
Vif-APOBEC3G blk – blocks the Vif interaction with human APOBEC3G | Q9HC16 | HeLa A3G-eYFP + Vif (tagged APOBEC3G with the HIV-1 protein that degrades it), YFP fluorescence, overnight | Potency, µM (highest dose often 46.1 µM), inactives show at the top dose activity, negative = active, actives largely listed as inhibitors | 0.076% of 410,000 active;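 also: potency is read from the fitted curve at half-maximal effect; % is scaled to controls: 0 for no effect and ±100 for the full control effect; nearly all actives have a fitted effect of over 60% in size; hits raise eYFP signal because A3G escapes Vif-driven loss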
Target sequence (Q9HC16 whole entry, looked up): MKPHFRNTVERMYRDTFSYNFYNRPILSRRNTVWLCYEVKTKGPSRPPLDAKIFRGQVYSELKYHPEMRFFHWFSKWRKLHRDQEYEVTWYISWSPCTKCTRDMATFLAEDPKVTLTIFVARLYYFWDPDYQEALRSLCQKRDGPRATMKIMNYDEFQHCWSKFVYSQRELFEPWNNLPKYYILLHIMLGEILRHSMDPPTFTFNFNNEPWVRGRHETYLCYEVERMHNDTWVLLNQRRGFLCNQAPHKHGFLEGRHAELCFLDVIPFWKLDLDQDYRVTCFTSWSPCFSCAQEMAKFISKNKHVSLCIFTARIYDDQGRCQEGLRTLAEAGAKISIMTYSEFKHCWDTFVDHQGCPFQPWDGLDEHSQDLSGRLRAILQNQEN
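Read-out is eYFP fluorescence (Ex 488/Em 500-530) from Vif-expressing HeLa A3G-eYFP cells; more signal means A3G escaped Vif-mediated degradation. Cells plated overnight, compound pinned in, incubated overnight at 37 deg C.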
D2 antag – antagonizes the human D2 dopamine receptor. P14416. HEK293 TREx D2 cells, calcium flux, dopamine EC80. inhibition, % at 10 µM. 2% of 340,000 active. AID 485344; in the data active = inhibition above about 30%; also: 0% is about no effect
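Calcium flux kinetic readout in an inducible HEK293 TREx D2 line plated overnight at 30 C. After 180 s compound exposure, an EC80 dopamine challenge follows with another 180 s kinetic read to detect antagonism.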
GRP78 ERSR act – induces the endoplasmic reticulum stress response in human glioma cells; Potency, µM, for inactives: at the highest dose activation, usual class: activators; 0.02% of 420,000 active; U87-MG GRP78 promoter luciferase reporter, 16 h; AID 602332; also: potency is read from the fitted curve at half-maximal effect; series mostly up to about 76 µM; % of control where 0% means no effect; nearly all actives have a fitted effect of over 35% in size
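Stably transfected U87-MG glioma cells carrying a GRP78-based luciferase sensor; 16 h compound incubation. Luminescence end-point read 10 min after Bright-Glo addition at room temperature.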
ERG-DNA inh – inhibitors of human ERG Ets domain-DNA interaction; P11308; fluorescence polarization, His-ERG Ets domain / labelled DNA; Potency, µM (titrated, usually from 76.9 µM), without a hit: top-dose FP activity, negative = inhibition, most hits filed as inhibitors; 0.028% of 370,000 active; AID 624246; active = well fitted inhibition curve with a large enough effect in the polarisation, with a control signal flat; inconclusive = small, poorly fitted or top-dose-only effect, or effect the other way, or a change in a side signal; inactive = no such curve, though single readings can be large or run the other way; the % refers to the polarisation;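 also: polarization taken with two DNA probes labelled with fluorescein and Texas red; potency is read from the fitted curve at half-maximal effect; % of control where 0% means no effect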
Target sequence (P11308 whole entry, looked up, the tested form may be a part): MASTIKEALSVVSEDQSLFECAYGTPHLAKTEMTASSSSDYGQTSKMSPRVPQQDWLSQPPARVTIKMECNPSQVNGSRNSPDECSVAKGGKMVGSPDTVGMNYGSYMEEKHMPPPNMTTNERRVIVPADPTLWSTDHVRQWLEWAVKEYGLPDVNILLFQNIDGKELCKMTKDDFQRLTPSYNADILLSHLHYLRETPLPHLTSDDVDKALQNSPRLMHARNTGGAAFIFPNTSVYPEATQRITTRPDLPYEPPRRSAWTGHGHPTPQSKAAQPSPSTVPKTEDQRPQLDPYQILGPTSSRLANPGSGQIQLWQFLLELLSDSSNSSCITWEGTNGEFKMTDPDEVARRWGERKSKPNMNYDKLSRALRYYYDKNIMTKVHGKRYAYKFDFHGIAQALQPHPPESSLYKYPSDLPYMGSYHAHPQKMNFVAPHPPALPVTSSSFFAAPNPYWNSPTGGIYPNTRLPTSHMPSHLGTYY
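His-tagged ERG Ets domain (1 uM in the protein solution; 300mM KCl, 50mM Tris-HCl, 1mM EDTA, 1mM DTT, pH 7.5) received compound, then a probe mix of 5 nM fluorescein-DNA and 100nM Texas-615-DNA. Fluorescence polarization was read for both dyes.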
RGS4 inh – human RGS4 inhibition; P49798; Transcreener GDP fluorescence polarization, RGS4-accelerated GTP hydrolysis; Potency, µM (titrated, usually from 114 µM), for the others: at the top dose activity change, negative = inhibition, most hits filed as inhibitors; 0.039% of 390,000 active; AID 504845; also: potency is read from the fitted curve at half-maximal effect; % is scaled to controls: 0 for no effect and ±100 for the full control effect; nearly all actives have a fitted effect of over 75% in size; some results filed as inactive show a strong effect at the top dose
Target sequence (P49798 whole entry, looked up): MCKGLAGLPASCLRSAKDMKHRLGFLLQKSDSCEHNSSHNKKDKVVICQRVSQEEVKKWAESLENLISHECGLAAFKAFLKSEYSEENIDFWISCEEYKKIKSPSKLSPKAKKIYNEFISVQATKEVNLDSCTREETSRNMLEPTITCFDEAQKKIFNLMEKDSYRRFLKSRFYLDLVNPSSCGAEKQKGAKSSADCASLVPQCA
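MLSMR compounds (23 nl, pin-transferred) preincubated 10 min at room temperature with a 500nM (2x) first reagent, then RGS4 at 900nM (2x) plus Transcreener GDP mix added; fluorescence polarization (620/688 nm) read before and after 90 min at 30 °C.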
Numbers without * were called inactive; ? = inconclusive; · = not tested or not shown; & = joins results of further samples; [ ] = dose if it differs, or a comment. Unless noted, calls follow the shape of the dose curve; as a rule, active = well fitted curve in the direction sought with a large enough effect; inconclusive = small, poorly fitted or top-dose-only effect, or another doubt; inactive = no such curve, though single readings can be large; an effect the other way counts as inactive or inconclusive.

SMILES | 12-LOX inh | D2 ag | Vif-A3F inh | LDHA block | Vif-APOBEC3G blk | D2 antag | GRP78 ERSR act | ERG-DNA inh | RGS4 inh
COc1cccc(NC(=O)CSCn2nnc3c(=O)[nH]c(Cc4ccc(F)cc4)nc32)c1 | 4% | -0.8 | -4% | -6 | -1% | · | -3% | -8% | 6%
O=C(Nc1ccc2nc(SCCOc3ccccc3Cl)sc2c1)c1ccco1 | 0% | -1.9 | -8% | 1 | 2% | · | -1% | 0% | -23%
O=C(O)c1cccc(NN=C2c3ccccc3-c3ccccc32)c1 | -25% | · | 0% | -9 | 0% | · | -3% | 7% | -7%
NC(=O)CC(c1ccccc1)c1ccc2c(c1)OCO2 (stereo not given) | 14% | -0.5 | 1% | -7 | 2% | -9 | -3% | 6% | -2%
CC(=O)c1ccc(S(=O)(=O)N2CCN(CC(=O)Nc3ccc(Cl)c([N+](=O)[O-])c3)CC2)cc1 | -1% | -0.2 | 1% | 3 | 8% | -17 | -5% | -12% | -42%
O=C1C=CC2(O[C@H](c3ccccc3)[C@@H](c3ccccc3)O2)[C@H](Sc2ccccc2O)C1 | ? | · | 5% | 6 | ? | · | -14% | · | ?
O=C(CCc1nnc(CCCCc2ccccc2)o1)NCCn1cccn1 | -1% | -1.0 | -1% | -2 | -1% | 0 | 1% | 0% | -25%
CC(Cl)c1cc(-c2ncc(C(F)(F)F)cc2Cl)no1 (stereo not given) | -11% | 1.5 | ? | -1 | -10% | -6 | 4% | 18% | 17%
Cc1ccc(NC(=O)CNC(C)c2ccccc2)cc1 (stereo not given) | 0% | 0.2 | 13% | -5 | -1% | 15 | 5% | 11% | -17%
O=C(NCCCN1CCC(Cc2ccccc2)CC1)C1CCN(S(=O)(=O)N2CCOCC2)CC1 | ? | 0.0 | -4% | -4 | -6% | -8 | -2% | 3% | 0%
COc1ccccc1NC(=O)CSc1nnnn1C | 8% | 0.9 | -2% | 0 | 2% | 6 | 3% | · | -1%
O=Cc1cn(CC(=O)Nc2ccc(F)cc2)c2ccccc12 | ? | -0.7 | -13% | -6 | -2% | -3 | -6% | -4% | -13%
CC1=C(C(=O)OCc2ccccc2)C(c2ccc([N+](=O)[O-])cc2)NC(=O)N1 (stereo not given) | 0% | -0.7 | 0% | 2 | -12% | 19 | -3% | 5% | -10%
CCN(CC)S(=O)(=O)c1ccc(C)c(NC(=O)COc2ccc(Br)cc2Cl)c1 | -18% | 0.4 | 3% | -4 | -1% | -11 | -5% | -8% | 1%
Cc1cc(Cl)cc2sc(NC(=O)C3CC3)nc12 | 56%[activator] | 0.0 | -15% | -5 | 0% | -3 | 0% | 11% | 12%
Cc1ccc(NC(=O)C(Cc2ccccc2)n2cccc2)cc1 (stereo not given) | ? | -0.8&-0.5 | ? | -2&-3 | -3%&-4% | 9 | 5%&2% | 0%&3% | -31%&-10%
COc1cccc(/C=N/NC(=O)CSc2ccccc2C)c1OC | -19% | 0.0 | -13% | -4 | -8% | -13 | -4% | -2% | 2%
CC(=O)Nc1cc(S(=O)(=O)Nc2cccc(C)c2)c(C)cc1C | 373%[activator] | -0.4 | 3% | -8 | -4% | 0 | -4% | -4% | 29%
CCOC(=O)CNc1ncnc2c1nnn2C | -18% | -0.8 | -2% | 0 | -1% | · | -5% | 13% | 3%
Cc1cc(F)ccc1NC(=O)Cn1c(=O)ccc2cc(S(=O)(=O)N3CCC(C)CC3)ccc21 | -26% | 1.4 | 1% | -3 | -3% | · | -6% | -6% | -15%
CC(=O)Nc1ccc(S(=O)(=O)NCCc2cc3c(C)ccc(C)c3[nH]c2=O)cc1 | 13%[57.4 µM] | 0.7 | 5% | 1 | 0% | 2 | -4% | 16% | -9%
CCOc1ccc(CNC(=O)c2nn(-c3ccc(OC)cc3)c(=O)c3c2c2ccccc2n3C)cc1 | -2% | -0.3 | · | -4 | · | · | · | 0% | 2%
Cc1cc(C)n(CCc2nc3c4ccccc4nc(N4CCN(c5ccc(F)cc5)CC4)n3n2)n1 | -25% | -0.3 | 0% | -6 | 1% | · | 0% | -1% | -1%
N=c1sccn1CC(=O)NCCc1ccc(Cl)cc1 | 0% | -0.1 | -3% | -3 | 0% | 4 | -7% | -3% | 0%
CCSc1nc2sc3c(c2c(=O)n1C1CCCCC1)CCN(C)C3 | ? | 0.5 | 1% | 0 | 0% | -2 | -3% | -2% | -17%
CN(Cc1c(F)cccc1Cl)c1ccc(S(=O)(=O)N2CCOCC2)cn1 | -13% | -1.1 | -2% | -3 | 1% | 0 | 1% | -5% | 9%
FC(F)(F)c1cc(C(F)(F)F)c2ccc(N3CCOCC3)nc2n1 | 7% | -0.3 | 8% | -2 | -2% | 18 | -3% | 3% | -10%[56.9 µM]
O=C(CSc1nnc(-c2ccco2)n1-c1ccccc1)NCCc1ccccc1 | -16% | -1.6 | -1% | -8 | -4% | -10 | 0% | 6% | 7%
CCCCCC(O)CCCC(=O)O (stereo not given) | 3% | · | 4% | -10 | 0% | · | -3%&-1%&-3%&-2% | 11% | 1%
CC(=O)O[C@H]1CC[C@@]2(C)[C@@H](CC[C@@H]3[C@@H]2CC[C@]2(C)[C@@H](C(C)(C)O)C[C@@H]32)C1 | -3% | -0.3 | -1% | -6 | 3% | 2 | 1% | -7% | 4%
O=C(COC(=O)c1cccnc1Cl)NC1CCCCCC1 | 3% | · | -2% | -1 | 2% | · | 1% | 0% | -9%
O=C(NCCCn1ccnc1)C(=O)NCC1OCCCN1S(=O)(=O)c1ccc(F)cc1 (stereo not given) | 3% | 0.2 | 2% | -7 | 0% | 7 | -1% | -1% | 3%
CCN(C(=O)c1ccc(NC(=O)Cc2ccccc2)cc1)c1ccccc1 | -1% | 1.1 | -3% | -8 | -6% | -9 | -5% | 1% | 14%
CC(=O)N(CCc1cccc(C)c1)Cc1cc2cc(C)ccc2[nH]c1=O | -12% | 0.4 | 0% | -1 | 2% | 1 | -2% | -1% | 22%
O=C(Cn1c(NCCO)nc2ccccc21)c1ccccc1 | -3% | -1.0 | -11% | -2 | 3% | 0 | 8% | -8% | 4%
Cc1ccc(N2C(=O)C(CN3CCCCC3)C2c2ccccc2)cc1 (stereo not given) | 0% | · | 7% | -10 | 3% | · | -2% | 8% | 15%
Nc1c(-c2cccs2)nc2ccccn12 | -30% | · | · | 3 | -1% | · | -2% | · | ·
CC(C)NC(=O)c1cc(C2CCCCN2C(=O)c2ccccc2)on1 (stereo not given) | -28% | · | · | -10 | -1% | · | -1% | · | ·
O=C(Cc1ccc(Cl)cc1)NC(=S)Nc1ccccc1N1CCOCC1 | ? | 1.5 | ? | -7 | 1% | 12 | -3% | 6% | -23%
CS(=O)(=O)Nc1nc2n(n1)C(c1ccccc1)C=C(c1ccc(Br)cc1)N2 (stereo not given) | · | 2.4 | ? | -3 | -28% | -5 | -3% | 5% | -37%
CCn1c(SCc2cc(=O)n3ccsc3n2)nc2ccccc21 | -18% | 0.2 | -7% | -7 | -8% | -17 | -2% | -3% | -3%
CC(C)Cn1c(SCC(=O)Nc2cc(Cl)c(Cl)cc2Cl)nc(O)cc1=O | -27% | 0.1 | -5% | -10 | -2% | -9 | -3% | 5% | -15%
O=C(c1ccc(S(=O)(=O)N2CCC(c3nc4ccccc4[nH]3)CC2)cc1)N1CCOCC1 | 5.6µM* | 0.0 | 2% | 4 | -1% | 3 | -3% | -5% | 14%
Cc1cc(C)c(C)c(S(=O)(=O)Nc2ccc(O)cc2)c1C | 0% | 0.3 | -3% | -2 | -4% | 2 | -7% | 5% | -11%
Cc1nc(NC(C)C(=O)O)c2nc(C)oc2n1 (stereo not given) | 0% | -0.7 | 5% | -12 | -1% | -11 | -5% | -7% | -6%
COc1ccc(OC)c(NC(=O)c2c(NCc3cccs3)sc3c2CCCC3)c1 | ? | 0.6 | 1% | 10 | 5% | · | -3% | -2% | 9%
O=c1ccc2cc3c(-c4ccccc4)coc3cc2o1 | 0% | 0.9 | 1% | -5 | -17% | 3 | 5% | -13% | 7%
Cc1c(C(c2ccc(O)cc2)c2c(C)n(C)n(-c3ccccc3)c2=O)c(=O)n(-c2ccccc2)n1C | -3% | 0.2 | ? | 8 | -6% | -12 | -3% | 12% | -11%
COc1ccc(C(O)(CCN2CCCCC2)C2CCCCC2)cc1 (stereo not given) | -2% | 0.5 | 14% | -6 | 1% | -8 | -1% | 4% | -37%
Cc1ccc(NC(=O)CSc2n[nH]c(-c3cccnc3)n2)cc1Cl | ? | 4.1 | -2% | -10 | -3% | -11 | -1% | 3% | -4%
CCOC(=O)C1=C(O)C(=O)N(c2ccc(S(N)(=O)=O)cc2)C1c1ccc(Br)cc1 (stereo not given) | -21% | -1.3 | 2% | -7 | 2% | 14 | -6% | -1% | 16%
COc1ccc(OC)c(NC(=O)CCN2CCC(C)CC2)c1 | -17%&-8% | 0.1 | 4% | 2&17 | 0% | 6 | -2% | · | -12%
CCc1ccccc1NC(=O)NCc1ccc2c(c1)CCN2C(=O)c1ccccc1 | 0% | 0.3 | -1% | -10 | 8% | · | -1% | 2% | 11%

Not all compounds are listed (hit frequency here may not be typical).
